Screening results deposited in PubChem by several laboratories.
CRFBP-R2 block = blocks CRF-induced signaling of the CRF-BP/CRF-R2 complex; HEK293 CRF-R2/CRF-BP, CRF-induced calcium fluorescence; inhibition, % at 11.8 µM; 350,000 compounds, 0.59% hits;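 active = inhibition of the ligand-induced calcium signal above about 50% at the single tested concentration, limit read from the data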
CRFBP-R2 agonist = CRF-BP/CRF-R2 complex agonism; AID 588473; 350,000 compounds, 0.46% hits; HEK293 CRF-R2/CRF-BP, calcium dye fluorescence (FLIPR); percent of saturating CRF peptide response; activation, % at 13.2 µM;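 active = activation of at least 50%, plus an integration ratio under a set limit after plate pattern correction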;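 also: plate controls were neutral control wells without compound for no effect and CRF at EC100 for full effect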
M1 PAM parental = nonselective activator or artifact in parental CHO-K1 calcium assay; activation, % at 3 µM; 360,000 compounds, 0.02% hits; AID 602247; ATP EC20, Fluo-8 calcium fluorescence; 0% at ATP EC20, 100% at ATP max;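 active = activation above the run cutoff, the mean activation of all test compounds plus 3 SD, cut at about 40% in these data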;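 also: peak over basal fluorescence ratio in a 140 s read after ATP addition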
M5 antag = antagonists of human muscarinic M5 receptor (CHRM5); AID 624040; P08912; 360,000 compounds, 0.59% hits; inhibition, % at 3 µM; CHO-hM5 cells, Fluo-8 calcium fluorescence, ACh EC80;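 active = inhibition above a per-plate cutoff, the mean of that plate's test compounds plus 3 SD, cut at about 27% in these data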;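 also: 0% = acetylcholine EC80 with DMSO and 100% = DMSO without agonist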
M5 ag = CHRM5 agonism in calcium assay. P08912. CHO-K1 hM5 cells, Fluo-8 calcium fluorescence; 0% DMSO wells, 100% maximal acetylcholine response. activation, % at 3 µM. 360,000 compounds, 0.19% hits;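 active = activation above the run's mean over test compounds plus 3 SD, cut at about 23% in these data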;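 also: signal is peak over basal fluorescence ratio across the kinetic read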
TAAR1 antag = human TAAR1 antagonism | Q96RJ0 | CHO RD-HGA16 TAAR1, Fluo-8 calcium fluorescence, antagonist | inhibition, % at 3 µM | 360,000 compounds, 1.5% hits;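 active = inhibition above a per-plate cutoff, the mean inhibition of test compounds on that plate plus 3 SD, cut at about 49% in these data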;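 also: 0% = DMSO plus EC80 beta-PEA response and 100% = DMSO alone without agonist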
Target sequence (Q96RJ0 whole entry, looked up): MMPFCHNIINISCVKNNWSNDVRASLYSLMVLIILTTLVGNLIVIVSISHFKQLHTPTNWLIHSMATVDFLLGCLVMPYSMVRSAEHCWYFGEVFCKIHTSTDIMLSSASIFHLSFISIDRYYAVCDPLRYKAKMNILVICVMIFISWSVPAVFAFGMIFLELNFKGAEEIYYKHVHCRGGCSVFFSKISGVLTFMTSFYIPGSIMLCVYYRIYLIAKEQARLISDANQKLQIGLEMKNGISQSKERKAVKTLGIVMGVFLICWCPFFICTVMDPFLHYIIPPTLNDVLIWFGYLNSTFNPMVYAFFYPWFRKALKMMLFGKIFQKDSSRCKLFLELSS
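test system = CHO RD-HGA16 cells bearing hTAAR1 | replication = singlicate | controls = DMSO-only wells and EC80 β-PEA-stimulated wells | reagent = EC80 β-phenethylamine stimulus | read-out basis = percent inhibition of PEA-evoked calcium signal, max/basal emission ratio | schedule = seeding 17-24 h prior, 75-min 37 °C, 30-min RT dye loading | signal = kinetic Fluo-8 calcium fluorescence measurement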
CHRM5 PAM = CHRM5 positive allosteric modulation; CHO-K1 hM5, Fluo-8 calcium, ACh EC20 PAM; 0% = ACh EC20, 100% = ACh EC100; activation, % at 3 µM; 360,000 compounds, 0.3% hits; AID 624038;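 active = activation above the run cutoff, the mean activation of all test compounds plus 3 SD, cut at about 18% in these data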
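Assay system: CHO-K1 hM5 cells / Incubation: Fluo-8 loading 80 min at 37 °C plus 30 min room temperature / Technique: Fluo-8 calcium dye fluorescence, kinetic read / Repeats: single replicate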
TAAR1 ag = agonists of human TAAR1. 360,000 compounds, 0.99% hits. Q96RJ0. activation, % at 3 µM. CHO RD-HGA16 TAAR1, Fluo-8 calcium fluorescence; vehicle wells 0%, saturating PEA agonist 100%;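 active = activation above the mean activation of all test compounds in the run plus 3 SD, cut at about 38% in these data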
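test system = CHO RD-HGA16 cells carrying human TAAR1 plus Gα16 | schedule = 17-24 h seeding, 75 min 37 °C dye, 30 min RT | compound dosing = 3 µM single concentration | control set = DMSO and PEA EC100 | replicates = n 1 | signal = Fluo-8 fluorescence, 5 s baseline then 140 s kinetic read | measure = percent activation vs PEA EC100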
M4 PAM = potentiates acetylcholine response at human M4 receptor; activation, % at 3 µM; 360,000 compounds, 0.4% hits; CHO-K1 hM4/Gqi5, Fluo-8 calcium fluorescence, ACh EC20; 0% = ACh EC20, 100% = maximal ACh; P08173;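 active = activation above its plate's cutoff, the mean activation of sample wells plus 3 SD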; also: some results filed as inactive read as strong as hits
Target sequence (P08173 whole entry, looked up): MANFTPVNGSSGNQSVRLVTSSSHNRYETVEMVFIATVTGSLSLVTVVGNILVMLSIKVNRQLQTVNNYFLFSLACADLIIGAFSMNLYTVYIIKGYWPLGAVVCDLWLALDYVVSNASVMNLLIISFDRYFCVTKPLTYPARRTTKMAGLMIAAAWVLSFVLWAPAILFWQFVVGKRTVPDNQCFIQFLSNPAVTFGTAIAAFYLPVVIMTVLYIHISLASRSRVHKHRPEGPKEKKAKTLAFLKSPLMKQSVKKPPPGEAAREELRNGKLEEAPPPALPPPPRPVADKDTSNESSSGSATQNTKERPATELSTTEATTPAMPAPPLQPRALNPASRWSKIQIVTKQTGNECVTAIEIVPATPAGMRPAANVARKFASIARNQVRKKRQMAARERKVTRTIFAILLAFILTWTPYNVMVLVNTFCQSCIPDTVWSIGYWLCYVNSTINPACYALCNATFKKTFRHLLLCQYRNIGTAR
* = called active by the depositor; . = no result given.

SMILES | CRFBP-R2 block | CRFBP-R2 agonist | M1 PAM parental | M5 antag | M5 ag | TAAR1 antag | CHRM5 PAM | TAAR1 ag | M4 PAM
O=[N+]([O-])c1ccc(C=NN2CCNC2=S)o1 | -7 | -0.4 | 14 | 2 | 0 | -19 | 1 | 0 | 5
CCOC(=O)N1CCN(C(=O)CSc2nnc(CNC(=O)c3ccccc3F)o2)CC1 | 57* | -3.5 | 2 | -1 | 0 | -5 | 0 | 4 | -4
C=CCNC(=O)CCCOc1cccc(C)c1 | 8 | -2.5 | 18 | 2 | 5 | 2 | -4 | 7 | 4
COCCOC(=O)c1c(C)n(C)c2ccc(OC(=O)N3CCOCC3)cc12 | 10 | -2.7 | 0 | -7 | 0 | 1 | -3 | 2 | 7
Cc1ccc(NC(=O)c2csc3c2CCCC3)cc1 | 1 | -3.8 | 10 | 18 | -8 | 1 | -3 | 1 | -9
O=C(Nc1cccc(C(=O)N2CCOCC2)c1)c1ccccc1Cl | -10 | 0.5 | -3 | 20 | -5 | -6 | -6 | 3 | 8
CCNc1nc(NC(C)CC)nc(ON=C(C)C)n1 (stereo not given) | 5 | -1.3 | 17 | 6 | 2 | 4 | 4 | 7 | -1
Cc1c(Cl)c(C(F)(F)F)nn1CC(=O)NCc1ccccc1 | 2 | -1.3 | 11 | -19 | -1 | -3 | 4 | 4 | 18
COC(=O)[C@]12CCCCC=C1N(Cc1ccc(Cl)cc1Cl)C(=O)[C@H](CC(=O)N1CCSCC1)C2 | . | . | -4 | -1 | -1 | 22 | -4 | 4 | -9
CCOC(=O)C(Cc1ccccc1)c1ccnc2ncnn12 (stereo not given) | -8 | 0.5 | 16 | -1 | -2 | 3 | -3 | 7 | 1
CCN1CCC(NC(=O)Nc2cccc(C(F)(F)F)c2)CC1 | -9 | -0.8 | 9 | 5 | -4 | 3 | 0 | 6 | -2
C/C(=N\OC(=O)Nc1ccccc1)c1cnn(-c2cc(C(F)(F)F)cc(C)n2)c1C | -12 | -2.8 | -14 | 5 | 2 | 9 | 12 | -1 | 8
COc1ccc(C(=O)NNC2=CC(=O)CC(C)(C)C2)cc1 | 9 | 0.6 | -4 | -5 | -1 | -18 | 12 | 0 | 5
Cn1c(CS(=O)Cc2c(Cl)cccc2Cl)nnc1SCc1c(Cl)cccc1Cl (stereo not given) | -87 | 39 | 16 | -9 | 14 | 5 | -4 | 21 | -6
O=C(Nc1ccccc1-c1ccccc1)NC1CC2CCCC(C1)N2CCc1ccccc1 (stereo not given) | -11 | -2.4 | 6 | 15 | -10 | -3 | -18 | 0 | -17
NC(=O)C1CCN(c2nc(-c3cccnc3)cs2)CC1 | 1 | -0.3 | 7 | 8 | 2 | 15 | -3 | 7 | 10
COc1ccc(CNc2ncccn2)cc1OC | -11 | 0.0 | 10 | -3 | -1 | -16 | 4 | 4 | 1
CC(=O)Oc1ccc(C2=Cc3ccc(OC(C)=O)cc3OC2C)cc1 (stereo not given) | 25 | 0.2 | 18 | 2 | -1 | 9 | 1 | 1 | 5
Cc1ccc(S(=O)(=O)N2CCN(C(=O)COC(=O)CCOc3ccccc3C)CC2)c(C)c1 | 2 | 1.8 | -2 | 3 | 1 | 25 | 1 | 8 | -7
Cc1ccc(NC(=O)c2ccc(OCc3c(C)noc3C)cc2)c(C)c1 | 5 | -0.4 | 18 | 4 | 0 | -5 | 6 | 4 | 12

Of the compounds above, these have a CF3 group.
SMILES | CRFBP-R2 block | CRFBP-R2 agonist | M1 PAM parental | M5 antag | M5 ag | TAAR1 antag | CHRM5 PAM | TAAR1 ag | M4 PAM
Cc1c(Cl)c(C(F)(F)F)nn1CC(=O)NCc1ccccc1 | 2 | -1.3 | 11 | -19 | -1 | -3 | 4 | 4 | 18
CCN1CCC(NC(=O)Nc2cccc(C(F)(F)F)c2)CC1 | -9 | -0.8 | 9 | 5 | -4 | 3 | 0 | 6 | -2
C/C(=N\OC(=O)Nc1ccccc1)c1cnn(-c2cc(C(F)(F)F)cc(C)n2)c1C | -12 | -2.8 | -14 | 5 | 2 | 9 | 12 | -1 | 8

Other records:
SMILES | CRFBP-R2 block | CRFBP-R2 agonist | M1 PAM parental | M5 antag | M5 ag | TAAR1 antag | CHRM5 PAM | TAAR1 ag | M4 PAM
Cn1c(C(=O)O)c(CC(=O)Nc2ccc3c(c2)OCCO3)c2ccccc21 | -6 | 0.1 | 13 | -8 | -6 | 0 | -4 | 6 | 4
OCCC1CN(Cc2cccn2-c2cccnc2)CCN1C1CCCCC1 (stereo not given) | -28 | 4.6 | 8 | -4 | 0 | -20 | -2 | -1 | -7
COc1ccc(NC(=S)Nc2ccc(F)cc2)c(OC)c1 | -17 | -1.4 | 9 | 2 | -4 | 4 | 6 | 14 | 1
CC1CCc2sc(C(=O)NN=C3CCC(c4ccccc4)CC3)cc2C1 (stereo not given) | -41 | 1.3 | 0 | -8 | -2 | -19 | 4 | 0 | -2
Cc1cc(C(=O)COc2ccc(-c3nnco3)cc2)c(C)n1Cc1ccccc1 | 48 | 0.2 | 19 | 7 | 1 | 1 | -3 | 2 | -2
COC(=O)c1cc(C(=O)OCC(=O)NC2CCCCCCC2)cc([N+](=O)[O-])c1 | -8 | -0.8 | -7 | 15 | -2 | 5 | -9 | 3 | 5
CN(C)C(CNc1ccc(S(C)(=O)=O)cc1[N+](=O)[O-])Cc1ccccc1 (stereo not given) | -2 | -1.2 | 2 | -2 | -1 | -1 | 5 | 7 | 0
Cc1sc(-n2c(C)ccc2C)c(C#N)c1C | 16 | -3.3 | 12 | -1 | -2 | 35 | -7 | 9 | 1
Cc1cc(C)nc(SCc2nc(N)nc(-c3ccccc3O)n2)n1 | -12 | -1.3 | -6 | -2 | -8 | 10 | -30 | 8 | -1
CCN(CC)C(=O)Cn1cc(SCC(=O)Nc2cc(C)on2)c2ccccc21 | -7 | -4.0 | 4 | 2 | -1 | -7 | 4 | 0 | -4
COc1ccc(S(=O)(=O)N2CCOCC2)cc1NC(=O)CSc1ncccn1 | 5 | -0.8 | 7 | 11 | 3 | -9 | -5 | 1 | -1
CCCC(=O)n1nc(NCc2ccc(OC)cc2)nc1NCc1ccc(OC)cc1 | 14 | -2.5 | 13 | -2 | -8 | -35 | 1 | -1 | 4
O=C(CN1C(=O)CSc2ccc(S(=O)(=O)N3CCOCC3)cc21)NCCCN1CCc2ccccc2C1 | -3 | -0.8 | -12 | 6 | -7 | -3 | -5 | -1 | -21
Cc1oc(-c2cccc(Cl)c2)[n+]([O-])c1C | 7 | 2.9 | 11 | -5 | -3 | -7 | 4 | 5 | -3
CCn1nnnc1SCC(=O)N1c2ccccc2NC(=O)CC1C (stereo not given) | -9 | -0.3 | -2 | 14 | 3 | 12 | -6 | 1 | 1
COc1ccc([N+](=O)[O-])cc1N(CC(O)CN1C(=O)NC(C)(C)C1=O)S(=O)(=O)c1ccc(C)cc1 (stereo not given) | 2 | -0.4 | 12 | 5 | 0 | 4 | 0 | 1 | 2
CC(OC(=O)c1cc(=O)[nH]c2ccccc12)c1ccccc1 (stereo not given) | -7 | 0.8 | 3 | 13 | 1 | 13 | -5 | 5 | -6
CCNC(=S)N(Cc1cc2c(C)ccc(C)c2[nH]c1=O)C1CCCC1 | -62 | -1.1 | -9 | 4 | 5 | -15 | 0 | 7 | 0
Cc1ccccc1C(=O)Nc1nnc(S(=O)(=O)N(C)Cc2ccco2)s1 | -9 | 1.2 | -3 | 8 | 2 | -3 | -5 | 2 | 0
O=C(Nc1ccc(F)cc1)c1cccnc1Oc1ccccc1 | -4 | 0.1 | 7 | 7 | -3 | -5 | -7 | 1 | -5
COc1cccc2sc(NC(=O)c3ccc(Br)s3)nc12 | -17 | 1.5 | 9 | -16 | -4 | -10 | 1 | 11 | 3
N#Cc1ccccc1NC(=O)c1ccc2c(Cl)c3c(nc2c1)CCCC3 | -31 | 0.0 | 11 | 5 | 2 | -5 | -1 | 0 | 12
Cc1ccccc1NC(=O)NC(C)(C)CC(C)(C)C | -2 | -1.7 | 13 | 13 | -6 | -38 | -9 | -2 | 8
COc1ccc(C2NC(c3ccc(OC)cc3)C(C)C(=O)C2C)cc1 (stereo not given) | 8 | -1.0 | 4 | 1 | -2 | -13 | -5 | 2 | -6
COc1cccc(OC)c1C(=O)NNC(=O)c1cccnc1 | 4 | -0.4 | 4 | 1 | 4 | -9 | 14 | 1 | 4
O=C(O)CSC1=NC(=Nc2cccc(Cl)c2)C2(CCCCC2)N1c1ccccc1 | -71 | -0.9 | 21 | -1 | 1 | -10 | 3 | 0 | 8
COc1ccccc1-c1coc2c(CN3CCN(C)CC3)c(O)ccc2c1=O | 17 | -2.7 | 21 | -5 | -5 | -16 | 8 | 4 | 2
O=C(NCc1ccc2c(c1)OCO2)c1c(-c2ccccc2)sc2ccccc12 | 3 | -0.6 | 1 | -3 | -3 | 6 | -1 | 4 | 3
O=C(NCc1cccs1)C1CCCN(S(=O)(=O)c2cccs2)C1 (stereo not given) | -35 | 1.4 | 16 | 6 | -5 | -11 | 3 | 7 | 1
CCC1CN(C(=O)N2CCC(C(=O)NCc3cc(OC)c(OC)c(OC)c3)CC2)c2ccccc2O1 (stereo not given) | 3 | 1.9 | 12 | 4 | -3 | -2 | -3 | 4 | -4
O=C(CN1CCN(S(=O)(=O)c2ccccc2Cl)CC1)NCC1(N2CCOCC2)CCCCC1 | -13 | -1.3 | -5 | 1 | -4 | -10 | 1 | 0 | -9
CN(C)C(=O)COC(=O)c1cccc(CN2C(=O)c3ccccc3C2=O)c1 | -20 | -3.4 | 12 | -3 | 1 | -16 | 5 | 1 | 4
Cc1nc2ccccc2c2oc(C(=O)NCC3CCCO3)cc12 (stereo not given) | -17 | -1.5 | 11 | 12 | 1 | 13 | -7 | 4 | -7
O=C(O)CCC(=O)c1ccc2c(c1)OCCCO2 | 11 | 0.5 | 9 | 9 | -2 | 21 | -7 | 5 | -2
O=C(NCc1ccccn1)c1ccc([N+](=O)[O-])cc1 | 16 | 1.1 | -5 | 7 | -1 | 9 | -1 | 0 | -3
COc1ccccc1NC(=O)Nc1ccc2c(c1)nc(C)n2C | -6 | -0.3 | 10 | -3 | 4 | 4 | 6 | 4 | 6

CRFBP-R2 block: what is marked active above
Compound,CRFBP-R2 block,CRFBP-R2 agonist,M5 antag,M5 ag,CHRM5 PAM,M4 PAM
CCOC(=O)N1CCN(C(=O)CSc2nnc(CNC(=O)c3ccccc3F)o2)CC1,57*,-3.5,-1,0,0,-4

In another format: results already given.
Values run as follows: CRFBP-R2 block, CRFBP-R2 agonist, M1 PAM parental, M5 antag, M5 ag, TAAR1 antag, CHRM5 PAM, TAAR1 ag, M4 PAM
CC(OC(=O)c1cc(=O)[nH]c2ccccc12)c1ccccc1 (stereo not given)
→ -7, 0.8, 3, 13, 1, 13, -5, 5, -6
CCNC(=S)N(Cc1cc2c(C)ccc(C)c2[nH]c1=O)C1CCCC1
→ -62, -1.1, -9, 4, 5, -15, 0, 7, 0
